uPA generation: cell surface uPA generation inhibition; cell surface uPA generation assay, qHTS; Potency, µM (titrated, usually from 38.3 µM), inactives show at the top dose activity change, negative = inhibition, usual class: inhibitors; 330,000 compounds, 0.31% hits; active = well fitted inhibition curve with a large enough effect; inconclusive = small, poorly fitted or top-dose-only effect; inactive = no such curve, though single readings can be large or run the other way; tested in mouse RAW 264.7 cells; note: potency is the fitted concentration of half-maximal effect; % is set by controls: 0 for no effect and ±100 for the full control effect; nearly all actives have a fitted effect of over 55% in size
KCNH2 3.1 inh: inhibitors of human KCNH2 3.1 potassium channel isoform; U2OS KCNH2 3.1, thallium flux FluxOr; active compounds read low; activity change, % (tested at about 1.8 µM); 340,000 compounds, 0.95% hits; AID 720553;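 active = maximum activity change below -70%; inconclusive = maximum activity change from -70% to -50%; inactive = maximum activity change above -50%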;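 note: thallium influx rate constant from kinetic fluorescence after stimulation buffer; % is set by controls: 0 for no effect and ±100 for the full control effect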
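Normalized rate constant (relative to positive and negative DMSO controls) derived from a 2 min kinetic fluorescence read after stimulation; U2OS cells expressing the 3.1 isoform via virus at 1.77 x 10^8 /mL.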
Tb PFK block: inhibitors of T. brucei phosphofructokinase; AID 485367; T. brucei PFK, ADP-Glo luminescence; 330,000 compounds, 0.17% hits; Potency, µM (highest dose often 57.5 µM), inactives show at the top dose activity, negative = inhibition, hits mostly inhibitors;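 note: potency is the fitted concentration of half-maximal effect; 0% = uninhibited 1x PFK enzyme wells and -100% = no-enzyme wells; nearly all actives have a fitted effect of over 60% in size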
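PFK 1.25 nM, F6P 0.5 mM, ATP 0.1 mM, 0.1 M TEA pH 8.0, 5 mM MgCl2, 0.01% Tween20, 0.1% BSA; 45 min RT. ADP-Glo readout. qHTS titration up to 57 uM; curves fitted, compounds curve-classed.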
Coupling enz: inhibits coupling enzyme system, counter-screen for aldolase hits. activity change, negative = inhibition, % at 58.2 µM, hits read low. 290,000 compounds, 0.67% hits. coupling enzyme system counterscreen, AmpLite Red fluorescence; in the data active = activity change below about -30%; note: % is set by controls: 0 for no effect and ±100 for the full control effect
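First, compound is pin-transferred into glyceraldehyde-3-phosphate coupling-enzyme reagent at 57.5 uM final and held 10 min at RT. Next, substrate, coupling system and AmpLite Red are added. After 20 min RT, fluorescence (525/598 nm) is read.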
Giardia killer: kills Giardia lamblia; activity change, % at 7.66 µM, hits read low; 340,000 compounds, 0.15% hits; Giardia lamblia trophozoite viability; in the data active = activity change below about -80%; inconclusive = between about -30% and that limit;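 note: parasites exposed to compound for two days anaerobically before the ATP read; % is set by controls: 0 for no effect and ±100 for the full control effect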
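Media and compound were dispensed first, then trophozoites at 100 cells/well; plates sat 48 hrs at 37 deg C without oxygen before ATP luminescence reagent was added and read after 15-30 min at room temperature.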
Rab9 promoter act: activates the Rab9 promoter. Huh7 Rab9 promoter-luciferase reporter, luminescence, 24 h. Potency, µM (highest dose often 9.22 µM), for the others: at the highest dose activation, negative = inhibition, actives largely listed as activators. 320,000 compounds, 2.8% hits. AID 485297; note: potency is the fitted concentration of half-maximal effect; % of control where 0% means no effect; nearly all actives have a fitted effect of over 60% in size
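Measured in stably transfected Huh7 cells bearing a Rab9 promoter–luciferase construct: 24 h compound treatment at 37 °C, followed by luminescence detection.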
Gal4-VP16 FLuc: Gal4-VP16 reporter inhibition counter-screen; Drosophila S2 Gal4-VP16 UAS-luciferase, luminescence, 20 h; Potency, µM (doses to about 53.6 µM), inactives show at the top dose activity, negative = inhibition, actives largely listed as inhibitors; 310,000 compounds, 3.5% hits;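 note: Gal4-VP16 expression switched on by copper sulfate through the metallothionein promoter; potency is the fitted concentration of half-maximal effect; % is set by controls: 0 for no effect and ±100 for the full control effect; nearly all actives have a fitted effect of over 50% in size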
NPC1 promoter act: activates the NPC1 promoter; Huh7 NPC1 promoter luciferase reporter, 24 h; 320,000 compounds, 2.4% hits; Potency, µM (highest dose often 9.22 µM), inactives show top-dose activation, actives largely listed as activators;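 note: potency is the fitted concentration of half-maximal effect; % of control where 0% means no effect; nearly all actives have a fitted effect of over 60% in size; reporter is driven by a mutant NPC1 promoter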
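Readout is luciferase luminescence, reflecting NPC1 promoter activation in stably transfected Huh7 cells after 24 h compound exposure at 37 °C in reduced-serum medium with 10% FBS.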
ELG1 genotoxic: genotoxicity induction in ELG1-luciferase HEK293T cells; Potency, µM (doses to about 46 µM), inactives show top-dose activity change, positive = activation, usual class: activators; 330,000 compounds, 1.3% hits; AID 504466; HEK293T ELG1-luciferase reporter, luminescence, 16 h; note: potency is the fitted concentration of half-maximal effect; % of control where 0% means no effect; nearly all actives have a fitted effect of over 60% in size
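ELG1-luciferase HEK293T cells, 2,000/well; compound pinned in; 16 hr, 37 °C, 5% CO2; ONE-Glo, 30 min RT; luminescence on CCD imager.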
RORgamma inh: inhibitors of mouse ROR gamma transcriptional activity; P51450; Drosophila S2 Gal4-RORgamma UAS-luciferase reporter, 20 h; Potency, µM (highest dose often 53.6 µM), inactives show at the top dose activity change, negative = inhibition, usual class: inhibitors; 310,000 compounds, 5.4% hits; AID 2551; note: potency is the fitted concentration of half-maximal effect; % is set by controls: 0 for no effect and ±100 for the full control effect; nearly all actives have a fitted effect of over 60% in size
Target sequence (P51450 whole entry, looked up, the tested form may be a part): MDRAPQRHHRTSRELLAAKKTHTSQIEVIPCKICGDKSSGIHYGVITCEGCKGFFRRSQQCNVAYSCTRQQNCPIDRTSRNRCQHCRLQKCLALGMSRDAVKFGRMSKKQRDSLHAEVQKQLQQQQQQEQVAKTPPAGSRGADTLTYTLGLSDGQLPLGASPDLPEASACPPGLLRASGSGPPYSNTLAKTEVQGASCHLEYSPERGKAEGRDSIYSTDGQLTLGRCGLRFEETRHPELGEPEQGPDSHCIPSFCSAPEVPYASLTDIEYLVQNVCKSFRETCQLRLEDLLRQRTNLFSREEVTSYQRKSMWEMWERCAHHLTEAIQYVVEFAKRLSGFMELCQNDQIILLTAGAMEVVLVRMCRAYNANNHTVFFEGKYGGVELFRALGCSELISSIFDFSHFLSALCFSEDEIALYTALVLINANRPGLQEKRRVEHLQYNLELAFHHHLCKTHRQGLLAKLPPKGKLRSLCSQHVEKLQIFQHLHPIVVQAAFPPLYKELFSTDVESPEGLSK
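Compounds are pin-transferred onto Drosophila Schneider cells expressing a copper-inducible Gal4–ROR gamma transactivation domain fusion. After 1 hr, copper sulfate is added to 700 uM final; luciferase is read 20 hr later.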
FLuc modulator: counter-screen for miR-21 project: firefly luciferase inhibitors or activators; purified FLuc, Km substrates, luminescence inhibition; Potency, µM (highest dose often 57.5 µM), for inactives: at the highest dose activity change, negative = inhibition, most hits filed as inhibitors; AID 588342; 360,000 compounds, 6.9% hits; P08659;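 note: potency is the fitted concentration of half-maximal effect; plate controls were vehicle for no effect and reference inhibitor for full effect; nearly all actives have a fitted effect of over 55% in size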
Target sequence (P08659 whole entry, looked up): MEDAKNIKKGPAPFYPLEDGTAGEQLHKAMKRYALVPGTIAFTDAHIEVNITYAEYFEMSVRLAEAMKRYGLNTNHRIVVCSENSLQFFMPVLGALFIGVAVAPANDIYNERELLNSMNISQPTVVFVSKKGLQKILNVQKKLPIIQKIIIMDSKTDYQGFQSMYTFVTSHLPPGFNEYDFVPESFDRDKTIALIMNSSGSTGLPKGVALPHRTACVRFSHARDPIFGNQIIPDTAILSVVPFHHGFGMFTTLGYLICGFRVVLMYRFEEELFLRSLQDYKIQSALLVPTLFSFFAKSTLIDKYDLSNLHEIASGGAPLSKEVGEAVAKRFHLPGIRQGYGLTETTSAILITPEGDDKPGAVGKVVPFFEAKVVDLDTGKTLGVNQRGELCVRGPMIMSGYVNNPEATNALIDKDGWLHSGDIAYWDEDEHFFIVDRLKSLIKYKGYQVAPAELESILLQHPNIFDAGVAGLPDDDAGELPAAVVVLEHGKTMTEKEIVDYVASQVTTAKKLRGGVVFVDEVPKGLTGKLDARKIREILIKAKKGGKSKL
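Purified P. pyralis luciferase, 10 nM final, with Km-level 10 uM D-luciferin and 10 uM ATP in 50 mM Tris acetate pH 7.5, 10 mM Mg acetate, 0.01% Tween-20, 0.05% BSA; 6-point qHTS titration about 60 µM downward; luminescence read.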
* marks the source's active call; other numbers are inactive results; ? = inconclusive; · = no result given; [ ] = dose if it differs, or a comment. Unless noted, calls come from the whole dose curve; as a rule, active = well fitted curve in the direction sought with a large enough effect; inconclusive = small, poorly fitted or top-dose-only effect, or another doubt; inactive = no such curve, though single readings can be large; an effect the other way counts as inactive or inconclusive. Outcome played no part in choosing rows. Share with any hit: about 14%.

compound	uPA generation	KCNH2 3.1 inh	Tb PFK block	Coupling enz	Giardia killer	Rab9 promoter act	Gal4-VP16 FLuc	NPC1 promoter act	ELG1 genotoxic	RORgamma inh	FLuc modulator
O=C(N/N=C/c1ccccc1C(=O)O)C(=O)N1CCCCC1	2.5%	-4.1	5.8%	-0.7	20.5	1.2%	6.3%	-2.5%	-0.4%	7.9%	-0.5%
N#C/C(=C\c1ccc(-c2ccc([N+](=O)[O-])cc2Br)o1)C(=O)N1CCN(c2ccccc2)CC1	0.5%	-7.9	?	-0.6	-11.5	0.0%	-10.4%	2.8%	-0.8%	2.5%	4.2%
CC1Cn2c(nc3sc4c(c3c2=O)CC(C)(C)OC4)N1CCO (stereo not given)	-0.7%	41.6	1.7%	0.0	-5.3	-0.3%	-12.1%	0.3%	0.7%	3.7%	-1.9%
CCOC(=O)c1[nH]c2ccc(OCC)cc2c1NC(=O)CN1CCN(c2ccccc2)CC1	1.9%	10.1	-2.1%	-3.6	0.1	7.5%	-1.4%	-2.2%	-2.0%	?	-6.6%
CC(Sc1ccsc1[N+](=O)[O-])C(=O)N1CCN(c2ccccn2)CC1 (stereo not given)	5.0%	9.2	-3.5%	0.2	?	2.4%	6.8%	-1.7%	-7.6%	2.4%	4.2%
Cn1cc(CN(CCO)Cc2cccs2)c(-c2cccc(Cl)c2)n1	-14.3%	2.9	-6.6%	0.9	-14.1	-0.9%	1.7%	-0.8%	-4.6%	17.0%	-9.1%
CCOC(=O)N1CCN(c2c(NCCCN3CCCCCC3)c(=O)c2=O)CC1	7.1%	11.3	0.6%	0.1	?	4.4%	-1.6%	-4.1%	2.2%	-18.3%	0.5%
CNC(=O)c1ccccc1-c1cn(C)c2ccccc2c1=O	-17.2%	1.3	-2.7%	2.7	2.3	-4.8%	8.7%	-4.9%	6.6%	16.7%	-1.0%
N#Cc1c(NC(=O)C2CC(c3ccccc3O)=NO2)sc2c1CCC2 (stereo not given)	3.9%	5.9	0.0%	4.7	23.0	-5.5%	?	-2.3%	-1.2%	?	-11.0%
C=CCC[C@H](Cc1ccc(F)cc1)C(=O)OC[C@H](Cc1c[nH]c2ccccc12)NC(=O)[C@@H](CC=C)CC(=O)N[C@H](CO)Cc1ccccc1	?	-25.6	0.5%	·	8.0	·	·	·	-5.6%	·	·
O=C(Oc1ccc(Br)cc1)c1cccc(S(=O)(=O)N2CCOCC2)c1	4.1%	-7.8	8.2%	1.6	-7.6	1.3%	-4.8%	1.3%	-0.6%	23.6%	-0.9%
COc1cc(C(=O)OCC(=O)Nc2ccc(N3CCOCC3)cc2)ccc1OCC(C)C	-6.4%	1.3	-0.1%	·	30.0[activator]	-1.5%	·	-2.2%	6.9%	·	-1.8%
COc1ccccc1C1CC(=O)NC(C)=C1C(=O)OC(C)C (stereo not given)	-7.4%	0.0	-0.7%	1.4	-0.9	0.3%	-10.0%	-5.9%	-0.2%	13.7%	6.1%
CCN(C(=O)c1ccc2c(SCC(=O)O)c3c(nc2c1)CCC3)c1cc(Cl)ccc1OC	0.7%	13.4	-1.6%	·	-4.0	-3.4%	1.1%	-1.6%	2.3%	-0.5%	1.3%
CCCC(=O)NC(=S)NNC(=O)c1ccc([N+](=O)[O-])cc1	-0.8%	-3.5	0.7%	-0.3	?	9.8%	-10.1%	0.5%	-0.9%	-11.1%[10 µM]	1.4%
COC(=O)c1sccc1NC(=O)c1ccc(Br)s1	·	-7.9	-1.1%	0.9	-0.7	-9.9%	-1.3%	-13.4%	3.6%	2.5%	5.1%
Cc1ccc(OC(=O)c2ccc(C)c([N+](=O)[O-])c2)cn1	14.7%	1.2	-3.7%	0.4	0.2	-4.2%	1.0%	-0.9%	1.0%	0.7%	?
CS(=O)(=O)N(CC(=O)NCCSCc1ccccc1Cl)c1ccccc1F	11.1%	-2.9	3.1%	-0.3	-25.4	-0.5%	2.2%	-2.6%	-3.6%	23.8%	3.0%
COc1cccc(-c2noc(-c3ccc4c(c3)OCO4)n2)c1	-17.6%	6.9	2.8%	1.6	-25.0	0.562µM*	?	2.51µM*	1.83µM*	-44.8%	0.536µM*
C/C(=N\OCC(=O)Nn1c(C)nc2ccccc2c1=O)c1ccccc1	-4.3%	15.5	3.6%	5.3	12.5	2.2%	-11.4%	-1.9%	-1.1%	-1.9%	-1.1%
COc1ccc(/C=C(\NC(=O)c2ccccc2)C(=O)N2CCCCC2)cc1OC	4.8%	0.4	0.0%	1.6	11.7	-2.2%	-10.4%	-2.5%	1.0%	4.4%	1.3%
O=S(=O)(c1ccccc1F)N1CCC(c2nc3ccccc3[nH]2)CC1	-3.8%	9.2	-9.1%	-2.9	14.0	13.0%	3.5%	6.9%	-17.5%	20.6%	0.0%
Cc1nc2ccc(NC(=S)N3CCCC3)cc2nc1C	5.1%	1.8	-2.4%	-21.8	-1.7	-1.9%	-11.9%	4.3%	2.5%	2.4%	-5.9%
O=c1c2c(-c3ccccc3)ccnc2[nH]n1-c1ccccc1	-3.8%	2.3	0.8%	-1.6	7.0	22.5%	-4.4%	25.8%	28.8%	10.2%	?
CCc1cccc(CC)c1NC(=O)CNCc1cccs1	-10.3%	19.4	1.2%	1.6	-2.2	3.5%	14.3%	2.8%	-3.3%	-5.1%	-0.4%
CCCCOc1ccc(NC(=O)CSCC(=O)OCC)cc1	1.3%	1.1	-1.1%	1.6	-3.6	-0.9%	-18.6%	1.9%	0.6%	-11.8%	-12.2%
CCOC(=O)N1CCN(S(=O)(=O)c2ccc3[nH]c(=O)oc3c2)CC1	1.3%	17.7	10.1%	10.2	6.2	-0.6%	-1.2%	2.7%	-3.0%	-13.4%	-0.1%
O=C(CSc1ccc(F)cc1)NCCSc1ccccc1	0.8%	-6.4	-5.7%	3.2	-18.4	21.5%	-19.3%	-3.3%	4.1%	19.5%	-15.9%
O=C(NN=C1CCCC1)c1cccs1	-1.9%	23.3	?	0.1	8.7	-2.5%	?	-4.0%	9.0%	?	-2.6%
Cc1ccc(C)c(-n2c(SCC(=O)NC(C(=O)O)C(C)C)nnc2-c2cccc(Cl)c2)c1 (stereo not given)	-1.5%	10.4	0.7%	0.5	7.5	-5.5%	-7.0%	0.3%	-0.6%	3.3%	-4.5%
c1ccc(C(c2nnnn2C2CCCC2)N2CCN(c3nc4ccccc4s3)CC2)cc1 (stereo not given)	0.5%	-34.6	-3.1%	-6.6	-1.9	-2.1%	-5.1%	-4.9%	-2.3%	15.1%	0.7%
Cc1ccc(NC(=O)NC2CC(=O)N(c3ccc4c(c3)OCCO4)C2)cc1F (stereo not given)	5.1%	18.5	-5.2%	·	-1.9	1.1%	·	-4.2%	-12.1%	·	-11.1%
CC(Oc1ccccc1)C(=O)Nc1cccc(NC(=O)c2ccco2)c1 (stereo not given)	-3.1%	22.9	1.3%	0.7	-6.5	-0.5%	3.6%	3.3%	-3.0%	33.2%	-19.0%
NS(=O)(=O)c1ccc(CCNC(=O)c2ccc(C#CC3(O)CCCCC3)cc2)cc1	-6.9%	8.8	-0.8%	0.0	-10.8	3.4%	-21.1%	3.7%	-12.1%	20.4%	-12.0%
CN(C)c1ccc(/C=C/c2ccc3ccccc3n2)cc1	2µM*	-44.2	1.5%	3.7	?	?	2.82µM*	-18.3%	?	3.98µM*	0.0675µM*
Cc1ccc(NC(=O)CN2CCN(Cc3ccccc3)CC2)cc1	-8.2%	6.7	1.8%	1.8	-2.4	-7.8%	0.9%	-2.3%	-0.2%	33.5%	4.7%
O=C(Nc1ccccc1N1CCCC1)C1CCN(S(=O)(=O)c2ccc(F)cc2)CC1	1.3%	-34.3	-0.7%	·	-5.5	2.1%	·	0.6%	-20.4%	·	0.0%
Cc1cc(C)c2c(c1)SC1=NC(c3ccccc3)(C(F)(F)F)NC(=O)N12 (stereo not given)	2.3%	-6.4	-1.0%	1.3	-12.8	-0.4%	12.7%	2.2%	6.7%	27.8%	?
CN1CCN(c2ccc(Nc3ccnc4cc(Cl)ccc34)cc2)CC1	-8.1%	-9.5	-0.9%	-4.3	18.5	-1.7%	·	0.1%	-1.3%	·	-13.4%
CC(C)c1ccc(NC2CCCN(C(=O)CC3CCCC3)C2)cc1 (stereo not given)	-10.1%	10.7	-3.2%	·	-5.1	3.0%	0.0%	-0.1%	-5.0%	?	-2.6%

Screening results: PubChem, National Center for Advancing Translational Sciences (NCATS)
